# TDP1 block – qHTS Assay for Inhibitors of Tyrosyl-DNA Phosphodiesterase (TDP1). Tyrosyl-DNA phosphodiesterase 1 (Homo sapiens), Q9NUW8. recombinant TDP1, AlphaScreen DNA substrate cleavage. Potency, µM (highest dose often 130 µM), without a hit: top-dose activity change, negative = inhibition, most hits filed as inhibitors. actives 0.28% (n = 350,000); further: nearly all actives have a fitted effect of over 40% in size
# Target sequence (Q9NUW8 whole entry, looked up): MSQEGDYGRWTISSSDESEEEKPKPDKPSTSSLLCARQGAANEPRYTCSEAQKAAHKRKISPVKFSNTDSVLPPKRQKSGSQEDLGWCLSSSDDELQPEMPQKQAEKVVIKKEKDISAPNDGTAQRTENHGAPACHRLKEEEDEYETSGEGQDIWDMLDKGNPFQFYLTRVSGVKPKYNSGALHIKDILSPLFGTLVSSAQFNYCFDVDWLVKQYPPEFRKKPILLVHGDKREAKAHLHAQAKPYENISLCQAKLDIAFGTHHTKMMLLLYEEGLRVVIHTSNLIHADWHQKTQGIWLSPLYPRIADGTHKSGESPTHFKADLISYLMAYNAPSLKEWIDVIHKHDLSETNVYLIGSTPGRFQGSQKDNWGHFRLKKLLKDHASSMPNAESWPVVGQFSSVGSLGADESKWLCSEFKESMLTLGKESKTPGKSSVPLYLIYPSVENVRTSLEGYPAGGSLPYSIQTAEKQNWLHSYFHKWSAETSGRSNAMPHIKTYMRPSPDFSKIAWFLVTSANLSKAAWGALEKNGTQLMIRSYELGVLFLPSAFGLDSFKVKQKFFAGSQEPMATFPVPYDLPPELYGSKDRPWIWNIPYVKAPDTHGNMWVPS
#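 Here, a 5' biotin and 3' phosphotyrosine-FITC DNA oligonucleotide reports Tdp1 activity: intact substrate bridges AlphaScreen beads, while cleavage leaves a 3' phosphate and drops signal. All incubations at room temperature.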
# DT40 TDP1 no CPT – qHTS for Inhibitors of human tyrosyl-DNA phosphodiesterase 1 (TDP1): qHTS in cells in absence of CPT | DT40 Tdp1-/- hTDP1 cells, no CPT, ATP luminescence, 48 h | Potency, µM (doses to about 46.2 µM), for inactives: at the top dose activity change, negative = growth inhibition, actives largely listed as inhibitors | actives 15% (n = 420,000); further: nearly all actives have a fitted effect of over 55% in size
#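 Compound effects on proliferation are scored in DT40 Tdp1-/-;hTDP1 cells in the absence of CPT. ATP levels (CellTiter-Glo luminescence) are recorded after a ≥48 hr, 37 °C incubation.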
# DT40 TDP1 CPT – qHTS for Inhibitors of human tyrosyl-DNA phosphodiesterase 1 (TDP1): qHTS in cells in presence of CPT. chicken DT40 Tdp1-/-;hTDP1 cells + 20 nM CPT, ATP luminescence, 48 h. Potency, µM (doses to about 46.2 µM), for inactives: at the top dose activity change, negative = growth inhibition, hits mostly inhibitors. actives 12% (n = 420,000); further: nearly all actives have a fitted effect of over 55% in size
#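 Chicken DT40 Tdp1-/- cells complemented with human TDP1, 400 cells/well, exposed to compounds plus 20 nM camptothecin for at least 48 h at 37 C; viability read as ATP content by CellTiter-Glo luminescence.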
# The depositor's hits bear a star; u = inconclusive; x = not tested or not shown; [ ] = remark or other dose. The call rests on the fitted dose curve; in most records, active means well fitted curve in the direction sought with a large enough effect; inconclusive means small, poorly fitted or top-dose-only effect, or another doubt; inactive means no such curve, though single readings can be large; an effect the other way counts as inactive or inconclusive. On the % scale 0 is the no-effect control and ±100 the full control effect; potency means the concentration at half of the fitted maximal effect.
# Every second line gives: TDP1 block | DT40 TDP1 no CPT | DT40 TDP1 CPT
CC1CCN(c2c(NCc3ccc(C(=O)NCc4cccnc4)cc3)c(=O)c2=O)CC1
 : -2.6% | 18.5% | 7.9%
CCCc1nc2ccccc2c(=O)n1NC(=O)c1c(O)c2ccccc2[nH]c1=O
 : 0.0% | u | u
O=S(=O)(/N=C(\Sc1ccc(Cl)cc1)c1ccccc1)c1ccccc1
 : 7.4% | 20.6µM* | 11.6µM*
COc1cc(C(=O)Nc2ccc3oc(-c4cccnc4)nc3c2)cc(OC)c1OC
 : 7.7% | 20.6µM* | 5.62µM*
Cc1ccc(CN2C(=O)c3ccccc3Sc3ccc(C(=O)NCc4ccco4)cc32)cc1
 : -2.6% | u | -20.8%
COc1ccc2cc(-c3nc4ccccc4n3C)c(=O)oc2c1
 : -4.9% | -1.7% | -2.4%
CCOc1cc(Cn2c(-c3ccc(O)c(OCC)c3)nc3ccccc32)ccc1O
 : 10.4% | u | u
O=C(N/N=C/c1cn(-c2ccccc2)nc1-c1cc2ccccc2o1)c1ccccc1Br
 : 0.0% | 14.6µM* | 4.61µM*
CN(C)S(=O)(=O)N1CCC(Oc2cccc(C(=O)NCCCC3CCCC3)c2)CC1
 : 2.2% | 7.31µM* | 18.4µM*
CCCCOC(=O)Nc1cc(Cl)ccc1C
 : -2.3% | -5.5% | -11.6%
O=C(COC(=O)/C=C/c1cccs1)NC1CCCCC1
 : 3.7% | 16.1% | -15.2%
COc1cccc(NC(=O)CN(C)C(=O)c2ccc(N3CCCCC3)c([N+](=O)[O-])c2)c1
 : 6.6% | u | u
Cc1ccc(S(=O)(=O)N2[C@H](CC(=O)c3ccc(F)cc3)OC[C@@H]2C)cc1
 : x | u | u
O=C(c1cc(F)ccc1F)C1CCCN(C(=O)CCN2CCCCO2)C1 (stereo not given)
 : 6.0% | -0.9% | 5.2%
CC(C)Cc1nnc(NC(=O)CN2C(=O)NC3(CC(C)CC(C)(C)C3)C2=O)s1 (stereo not given)
 : -11.8% | u | u
O=C(CSc1ccccn1)N1CCN(c2cccc(Cl)c2)CC1
 : 0.0% | u | u
N/C(=N\OC(=O)c1cccc(F)c1)c1ccccn1
 : 0.0% | 4.6% | 13.7%
COCCn1c(=O)[nH]c2cc(C(=O)Nc3cc(OC)c(OC)c(OC)c3)ccc2c1=O
 : x | -44.8% | -2.0%
O=C(NN=Cc1cccc2ccccc12)C(=O)NN=Cc1cccc2ccccc12
 : x | 14.6µM* | u
COc1ccc(CN2CCN(C(=O)C3CCC(CNS(=O)(=O)c4ccccc4)CC3)CC2)c(OC)c1OC (stereo not given)
 : 3.5% | u | u
CCOC(=O)c1c(-c2ccc(F)cc2)csc1NC(=O)CN1C(=O)NC2(CCCCC2C)C1=O (stereo not given)
 : 4.5% | u | 20.6µM*
COC(=O)c1cc2sccc2n1Cc1ccc(F)cc1
 : -2.6% | -7.9% | -21.2%
O=C1c2[nH]nc(-c3ccccc3O)c2C(c2ccc(F)cc2)N1CC1CCCO1 (stereo not given)
 : 4.2% | u | u
CC(C)NS(=O)(=O)c1ccc(OCC(=O)Nc2ccc3c(c2)OCO3)c(Cl)c1
 : 1.0% | u | u
CC(C)(C)N(NC(=O)Nc1ccc(F)cc1)C(=O)c1ccccc1
 : -5.1% | -14.3% | -5.6%
O=C(Cc1cccc(C(F)(F)F)c1)NCc1cccc(Cl)c1
 : -5.3% | u | -14.2%
CC(=O)Nc1ccc(C(=O)OCC(=O)/C(C#N)=C(\C)N)cc1
 : -11.6% | 4.5% | 6.2%
COc1ccc(Nc2ccncc2[N+](=O)[O-])cc1
 : 2.6% | u | -22.8%
CCN(C(=O)COC(=O)c1cc(C)oc1C)c1c(N)n(Cc2ccccc2)c(=O)[nH]c1=O
 : -0.6% | 0.6% | 3.5%
COC(=O)[C@@]12CCCN1[C@H](c1ccc(-c3ccc(OC)cc3)c(OC)c1)[C@@H]1C(=O)N(C)C(=O)[C@@H]12
 : 2.1% | 4.11µM* | 4.11µM*

# Record cards, as listed above. Screens in order: TDP1 block | DT40 TDP1 no CPT | DT40 TDP1 CPT
# COc1ccc(Nc2ccncc2[N+](=O)[O-])cc1 is listed with 2.6% | u | -22.8%
# CC(=O)Nc1ccc(C(=O)OCC(=O)/C(C#N)=C(\C)N)cc1 is listed with -11.6% | 4.5% | 6.2%
# O=C(Cc1cccc(C(F)(F)F)c1)NCc1cccc(Cl)c1 is listed with -5.3% | u | -14.2%

# The results go on:
# Every second line gives: TDP1 block | DT40 TDP1 no CPT | DT40 TDP1 CPT
O=C(c1cnccn1)N1CCC2(CC1)CN(Cc1ccccc1)C2
 : x | -0.2% | 3.6%
CC12CCC(C(=O)NNc3ccccc3)(C(=O)C1=O)C2(C)C (stereo not given)
 : 2.9% | 1.2% | 1.9%
COc1cccc(-c2nc(CS(=O)(=O)CC(=O)NCCCN3CCc4ccccc4C3)c(C)o2)c1
 : 3.8% | 12.1% | -5.5%
O=C1/C(=C\c2ccc(Cl)c(Cl)c2)CN(C(=O)CCN2CCOCC2)C/C1=C/c1ccc(Cl)c(Cl)c1
 : x | 0.82µM* | 0.581µM*
CCCOc1ccc(Oc2nc(NCC(C)C)nc(N(C)C)n2)nn1
 : 2.3% | 13µM* | u
CCCCNc1nc(N(C)c2ccccc2)nc(-n2ccnc2)n1
 : 6.8% | u | u
CC(C)c1cccc(C(C)C)c1NC(=O)CN1C(=O)NC2(CCCC2)C1=O
 : 2.9% | -9.0% | -12.7%
Cc1cc(NC(=O)c2ccc(COc3ccccc3Cl)o2)no1
 : 4.9% | -28.2% | -14.0%
CCc1nn2c(=O)cc(COC(=O)c3ccc(NC(=O)c4cccs4)cc3)nc2s1
 : 1.2% | 6.51µM* | 6.51µM*
Cc1c(C(=O)Nc2cc(S(=O)(=O)N3CCOCC3)ccc2N2CCOCC2)oc2ccccc12
 : 2.5% | u | 18.4µM*
CSc1ccc(OC2CCN(Cc3ccccc3)CC2)cc1
 : 5.3% | u | u
O=c1cc(-c2ccccc2)c2cc(Cl)c(O)c(CN3CCOCC3)c2o1
 : x | 10.8% | 0.3%
O=C(CCCN1C(=O)/C(=C/c2ccccc2Cl)SC1=S)NNC(=O)c1ccc(Cl)cc1
 : x | u | u
COc1ccc(Cl)c(S(=O)(=O)N2CCCC2)c1
 : -6.6% | -3.8% | -26.8%
Cc1cccc(CNC(=O)c2cnn(-c3nccc(-c4cccs4)n3)c2C(C)C)n1
 : x | u | -4.4%[9.04 µM]
CCN(/C=N/c1sc2c(c1C#N)CCCCC2)CC
 : 4.0% | 20.6µM* | u
COC(=O)c1cc(Br)c(=O)n(-c2cccc(F)c2)c1
 : 2.1% | -2.3% | -0.6%
O=c1c(O)c(-c2ccc3c(c2)OCO3)oc2ccccc12
 : -1.0% | u | 18.4µM*
CN(C)N1C(=O)c2c(Cl)c(Cl)c(Cl)c(Cl)c2C1=O
 : x | -16.3% | -15.0%
O=C(CSc1nnc(Cc2ccccc2)o1)c1cc(F)ccc1F
 : 2.3% | -4.4% | -7.8%
COC(=O)C1=CN(CC2CCCO2)C=C(C(=O)OC)C1c1ccsc1 (stereo not given)
 : 0.0% | 2.2% | 12.0%
OC(CNc1ccnc2cc(Cl)ccc12)CNC1CCCCC1 (stereo not given)
 : x | 16.4µM* | 18.4µM*
COc1ccc(CCNC(=O)[C@H](C)NC(=O)[C@@H]2CSC3c4ccccc4C(=O)N32)cc1 (stereo not given in full)
 : 1.5% | 7.8% | -8.6%
CC(C)(C)C(=O)NC1CC2CCCC(C1)N2C(=O)Nc1ccccc1Cl (stereo not given)
 : x | 20.1% | 7.6%
CCOC(=O)c1c(-c2ccccc2)oc2ccc(NS(=O)(=O)c3ccc(C(C)C)cc3)cc12
 : x | u | u
CCOC(=O)c1[nH]c(C)c(C(=O)OCC(=O)N2c3ccccc3CC2C)c1C (stereo not given)
 : 2.0% | u | -30.2%
COc1nc(OCC#N)nc(N2CCCCC2)n1
 : -2.3% | -0.3% | -5.2%
NC(=O)c1oc2ccccc2c1NC(=O)C1CC(=O)N(c2ccccc2)C1 (stereo not given)
 : -6.9%[0.505 µM] | -21.5% | -21.1%
COC(=O)C1C(=O)NC(SC)=C(C#N)C1c1ccccc1 (stereo not given)
 : -11.8% | -4.3% | -8.6%
CCCCCCC[C@@H](C/C=C/CCC(=O)N(C)C/C(=C/Cl)C/C(=C\C(=O)N1CC(OC)=CC1=O)OC)OC
 : -13.1% | 1.84µM* | 2.31µM*
O=C(CCCCn1cnc2c(=S)nc[nH]c21)Nc1ccc(C(=O)O)c(O)c1
 : x | -3.0% | 0.7%
CC(C)(C)C(O)(CC#CCN1CCCC1)c1ccccc1 (stereo not given)
 : 4.8% | u | -19.8%
O=C(CSc1nc(Nc2ccccc2)nc(N2CCOCC2)n1)NC1CCCCC1
 : 2.1% | u | u
C/C(CS(=O)(=O)c1ccccc1)=N\O
 : -2.7% | -10.0% | 2.5%
COc1cccc(NC(=O)C(=O)N2CCOCC2)c1
 : -4.9% | -16.3% | 6.0%
CCOC(=O)c1sc(NC(=O)CSc2nnc(Cc3ccccc3)o2)c(C(=O)OCC)c1C
 : 5.0% | u | u
Cc1ccc(S(=O)(=O)N2C3CCCCC3O[C@H]2CC(=O)OCc2ccccc2)cc1 (stereo not given in full)
 : x | u | u
Cc1cc(NS(=O)(=O)c2ccc(NC(=O)Nc3ccccc3)cc2)no1
 : 9.1% | -3.3% | -17.8%
O=C(NC(=S)NNS(=O)(=O)c1ccccc1)c1ccc([N+](=O)[O-])cc1
 : 6.9% | -0.4% | -1.5%
O=C(Nc1ncc(Cc2cccc(Cl)c2)s1)c1ccc([N+](=O)[O-])cc1
 : 3.0% | 8.2µM* | u
CCCNC(=O)C1(C)CCCN(C(=O)c2c(F)ccc(C)c2F)C1 (stereo not given)
 : x | -16.3% | -0.4%
COc1ccc(N2CC(NC(=O)COc3cccc(C)c3)CC2=O)cc1OC (stereo not given)
 : 0.0% | 20.6µM* | -27.7%
O=C1CS(=O)(=O)C2(C(=O)Nc3ccccc32)N1c1cccc(Cl)c1 (stereo not given)
 : -2.1% | -22.2% | -19.2%
O=C(/C=C/c1cccc([N+](=O)[O-])c1)Nc1ccc(Cl)cn1
 : -7.1% | 2.59µM* | u
CCn1c(CC(=O)Nc2ccc(C)cc2)nnc1SCC(=O)N1CCOCC1
 : 3.9% | 15.3% | -13.2%
Cc1cc(C(F)(F)F)c2c(N)c(C(=O)NCc3ccc(Cl)cc3)sc2n1
 : x | u | u
O=C1CCC(C(=O)Nc2ccc(Cl)cc2)N1 (stereo not given)
 : x | -2.9% | -0.5%
CCOC(=O)C(NC(=O)Nc1ccc(O)cc1)(c1ccccc1)C(F)(F)F (stereo not given)
 : 2.7% | -6.6% | -0.2%
CCn1c2ccccc2c2cc(NC(=O)COC(=O)C3CCC(=O)N3)ccc21 (stereo not given)
 : 2.1% | u | -22.0%
Cc1ccc(C(=O)c2oc3ccccc3c2NC(=O)c2cc(-c3ccc(Cl)cc3)on2)cc1
 : 3.6% | -3.6% | 10.2%
Cc1cccc(N(CC(=O)NCCSCc2ccccc2)S(=O)(=O)c2ccccc2)c1C
 : x | u | 23.1µM*
COc1cccc(C(=O)OCC(=O)Nc2ccc3c(c2)OCCO3)c1
 : -0.1% | u | -24.8%
CC(=O)C[C@H](O)CC(=O)[C@H]1OC(=O)[C@H](C)C/C=C\Cc2ccccc21
 : 0.8% | 16.1% | 1.6%
CCCCOC(=O)Nc1ccc(OC)cc1S(=O)(=O)N1CCOCC1
 : 6.2% | -11.5% | -6.6%
Cc1nc2ccn(Cc3cccnc3)c(=O)c2cc1C(=O)Nc1ccc(OC(F)(F)F)cc1
 : 0.6% | u | u
Cn1cccc1Cc1nnc(SCC(=O)Nc2ccc3c(c2)OCCO3)n1CCc1ccccc1
 : 5.2% | u | u
CC(C)OCCCNc1ncc2c(n1)CC(c1cccs1)CC2=O (stereo not given)
 : x | u | u
CC(C)(C)CN1CCN(Cc2cccnc2)CC1CCO (stereo not given)
 : x | -4.7% | -18.5%
COc1cccc(-c2ccnc(-n3ncc(C(=O)NCC4(N5CCCCC5)CCCC4)c3C)n2)c1
 : x | -17.3% | 10.2%[9.04 µM]
COc1cccc(NC(=S)NN=C2CCC(C(C)(C)C)CC2)c1 (stereo not given)
 : 7.7% | u | u

# The list goes on.
# Every second line gives: TDP1 block | DT40 TDP1 no CPT | DT40 TDP1 CPT
Clc1cccc(Cc2nn[nH]n2)c1
 : x | 1.1% | -0.4%
O=C(N/N=C/c1cccs1)c1cncc(Br)c1
 : 2.5% | -5.0% | 5.3%
COC(=O)c1cc(C(=O)OCC(=O)NC2CCCC2)cc([N+](=O)[O-])c1
 : x | -18.1% | 4.8%
CCc1cc(Cn2nc(-c3ccccc3)cc2C(=O)NCc2ccc(C)cc2)on1
 : -6.4% | u | u
